# Source: PubChem
# T cell HTS = T cell immune modulation candidate; 2C CD8+ T cell-vesicle binding, flow cytometry; active compounds read low; AID 2052; actives 0.068% (n = 330,000); calls only at 7 µM;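 active = response, share of CD8 T cells binding vesicles, and their 90th percentile fluorescence all below set limits, cut at about 80% in these data, passing the limit was not always enough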
#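 Test system: purified 2C TCR transgenic mouse naive CD8+ T cells. Probe or stimulus: QL9-peptide-loaded Drosophila micro-vesicles bearing Ld, ICAM-1 and B7-1. Incubation: binding step 1.5 h, 37 °C, antibody labelling 20 min, ice. Measured by: flow cytometry of vesicle-bound cells.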
# Insulin prom up = MIN6 insulin promoter up-regulation | actives 0.3% (n = 190,000) | z-score at 5 µM | MIN6 insulin promoter-GFP reporter, high-content imaging; active compounds read high;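 active = z-score above 3 at 5 µM with at least 500 cells counted in the well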
# b-catenin transl = beta-catenin nuclear translocation modulation; HeLa beta-catenin nuclear translocation, immunofluorescence imaging; nuclear translocation activity, % at 5 µM; actives 0.3% (n = 190,000); AID 1665;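 active = nuclear translocation activity above 50% at 5 µM, with a well cell count of 50 or more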;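 also: per-cell ratio of nuclear to cytoplasmic median beta-catenin stain intensity; plate controls were DMSO negative control for no effect and GSK-3 inhibitor IX positive control for full effect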
#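 System: HeLa cells, endogenous beta-catenin; compound dosing: 5 µM primary single dose, 0.1% DMSO, 0.02–20 µM confirmation series; incubation: 24 h compound exposure at 37°C, 5% CO2; signal: beta-catenin immunofluorescence imaging with DAPI; evaluation: % activation, nuclear-to-cytoplasmic median beta-catenin signal ratio per cell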
# Autophagy mod = alters autophagy in cells; MEF GFP-LC3 puncta imaging; test concentration mostly 10 µM; actives 0.98% (n = 190,000); calls only at 10 µM (by protocol); AID 463193;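 active = percentage of spot-positive cells more than 3 SD above its plate mean, without a fluorescence outlier flag or 80% toxicity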;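 also: spot-positive cell cutoff set from DMSO-treated cells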
# Hep lipid drop = hepatic lipid droplet formation modulation | inhibition, % at 6.5 µM | actives 0.4% (n = 240,000) | AML12 mouse hepatocytes, oleate lipid droplets, BODIPY imaging;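 active = lipid droplet intensity inhibited by at least 50%, with more than 500 cells counted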
#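 Test system: AML12 mouse liver cells; schedule: overnight exposure; technique: high-content imaging of BODIPY-stained droplets and DAPI nuclei; read-out: % inhibition of corrected integrated BODIPY droplet signal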
# West Nile antiviral = inhibition of WNV-induced cytopathic effect – cell-based, CPE readout (AID 1621); actives 0.02% (n = 290,000); one-dose CPE inhibition, % at 10 µM; IC50 in µM for titrated hits; West Nile virus-infected cells, CPE inhibition; higher % means a stronger effect; in the data active = a potency from the dose series; also: strong numbers were not always called active
# WT yeast gro inh = growth inhibition of WT yeast, mitochondrial fusion screen; inhibition, % at 10 µM; actives 2.1% (n = 190,000); AID 1362; mitochondrial fusion phenotypic screen, WT strain; in the data active = inhibition above about 58%; tested in S. cerevisiae
# MT stabilizer = microtubule stabilizers in HeLa cells. HeLa tubulin immunostaining HCS, 24 h; share of cells brighter than vehicle mean+2SD. % tubulin-high responders, % at 10 µM. actives 0.83% (n = 200,000). AID 2205;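 active = plate Z-score above 3 for both tubulin-high and condensed-nucleus cell shares, with cell loss under 80%, at 10 µM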;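 also: anti alpha tubulin signal scored within the nucleus-defined area of each cell; some results filed as inactive read as strong as hits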
# Myeloid diff MLP = promotes myeloid progenitor differentiation. ER-HoxA9 myeloid progenitors, lysozyme-GFP differentiation, flow cytometry. calls only at 10 µM. actives 1% (n = 360,000);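 active = normalized GFP-positive differentiation at or above the plate's own cutoff, the solvent-only control mean plus 3 SD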;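 also: cells exposed to compound for four days before flow analysis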
# WT yeast gro inh mutant strain = second read-out of WT yeast gro inh, no call of its own (marks repeat the call); inhibition, %; mitochondrial fusion phenotypic screen, mutant strain inhibition
# Insulin prom up cell count = second read-out of Insulin prom up, no call of its own (marks repeat the call); cell count; measured here: cytotoxicity, nuclei count;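 total cells summed across four imaged fields per well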
# Hep lipid drop cells 6.5 µM = second read-out of Hep lipid drop, no call of its own (marks repeat the call); cell count; measured here: cell count, cytotoxicity flag;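 cells counted across two imaged fields per well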
# b-catenin transl cell count 5 µM = further read-out of b-catenin transl, marked with its call; cell count; measured here: cell count, cytotoxicity flag
# T cell HTS vesicle-bound % = second read-out of T cell HTS, no call of its own (marks repeat the call); double positive events, %; measured here: CD8+ vesicle-bound cell fraction;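 binding gate set so that unloaded-vesicle control wells show 10% double positive cells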
# MT stabilizer Hoechst-high % = further read-out of MT stabilizer, marked with its call; % Hoechst-high responders; measured here: nuclear condensation Hoechst responders;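 share of cells brighter than vehicle mean plus two SD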
# MT stabilizer cytotoxicity % = further read-out of MT stabilizer, marked with its call; toxicity, %; measured here: cytotoxicity by cell density;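 0% = mean cell density of plate MIN control wells and 100% = no cells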
# Autophagy mod cell loss 18 h = second read-out of Autophagy mod, no call of its own (marks repeat the call); toxicity, %; measured here: cell loss, nuclei count;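 cell loss after 18 h compound exposure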
# Myeloid diff MLP GFP+ MAC1+ % = recorded beside Myeloid diff MLP, whose call it bears; GFP+ MAC1+ double positive, %; measured here: differentiation confirmed by MAC1 staining
# Numbers without * were called inactive; i = inactive; nt = not tested or not shown.
SMILES,T cell HTS,T cell HTS vesicle-bound %,Insulin prom up,Insulin prom up cell count,b-catenin transl,b-catenin transl cell count 5 µM,Autophagy mod,Autophagy mod cell loss 18 h,Hep lipid drop,Hep lipid drop cells 6.5 µM,West Nile antiviral,WT yeast gro inh,WT yeast gro inh mutant strain,MT stabilizer,MT stabilizer Hoechst-high %,MT stabilizer cytotoxicity %,Myeloid diff MLP,Myeloid diff MLP GFP+ MAC1+ %
CSc1ccc(CN(C)Cc2nc3cc(C(F)(F)F)ccc3c(=O)[nH]2)cc1,i,46,-0.35,1590,-2.4,1057,i,4,16,673,-0.6%,11,0,4.0,1.8,6.1,i,0.9
COC(=O)c1nc2ccccn2c1F,i,36,nt,nt,-2.5,1063,i,-2,0,711,0.9%,-17,2,2.6,3.9,6.2,i,0.4
CCOC(=O)C1=C(C)N=C2c3ccccc3C(=O)C2C1c1ccc(Cl)cc1 (stereo unspecified),i,38,-0.78,1573,-2.5,1312,i,0,nt,nt,1.3%,48,36,2.9,2.0,10,i,6.9
Cc1cc(C)cc(OCCNC(=O)CCc2ccccc2)c1,i,56,nt,nt,nt,nt,nt,nt,1,796,-0.6%,nt,nt,nt,nt,nt,i,0.3
Cc1c(CN(C)C(=O)c2ccc(Br)o2)cnn1C,i,31,nt,nt,3.2,509,i,-4,6,738,-0.4%,-19,-8,2.7,2.0,5.5,i,1.0
CCC(Sc1ncccc1C(=O)OC(C)C)C(=O)N1CCOCC1 (stereo unspecified),i,50,nt,nt,nt,nt,i,-6,nt,nt,0.5%,-2,-1,2.8,1.2,3.5,i,5.3
O=C(NCCN1Cc2ccccc2C1=O)c1cccs1,i,38,-0.8,910,1.6,1169,i,3,4,726,-0.3%,-16,-6,5.3,2.5,4.5,i,0.5
O=C(CC1Sc2ccccc2NC1=O)Nc1cccc(-c2nnc3n2CCCCC3)c1 (stereo unspecified),i,8,nt,nt,nt,nt,i,-5,nt,nt,0.2%,-13,-14,1.7,1.3,9.3,i,1.0
COCc1cc(C)nc(OCC(=O)N/N=C/c2ccc(C)cc2)c1C#N,i,17,0.25,1023,0.1,1346,nt,nt,-19,604,-0.1%,nt,nt,nt,nt,nt,i,0.5
CCCC/C(C)=N\NC(=O)CNS(=O)(=O)c1ccc([N+](=O)[O-])cc1,i,34,-1,749,-3.6,1214,i,7,9,784,0.5%,-2,9,2.1,2.3,8.1,i,0.6
COc1cc(C2C(C#N)=C(N)Oc3cc(C)oc(=O)c32)cc(OC)c1OC (stereo unspecified),i,58,-0.11,1370,0.0,1166,nt,nt,0,728,0.0%,nt,nt,nt,nt,nt,i,0.5
CCCNC(=O)c1cc2cc([N+](=O)[O-])ccc2s1,i,4,-0.14,1521,1.1,967,i,-9,3,572,-0.4%,7,-2,1.8,1.5,16,i,0.3
COc1ccc(-c2cc(C(=O)OCC(=O)Nc3cc(C)on3)c3ccccc3n2)cc1OC,i,23,-0.05,1466,-1.2,1387,i,-7,nt,nt,-0.1%,13,15,2.3,1.0,0.6,i,0.5
COc1ccc(C2(C(=O)Nc3c(C)n(C)n(-c4ccccc4)c3=O)CCCC2)cc1OC,i,58,nt,nt,-0.3,1114,i,-7,-2,721,0.1%,-22,-2,3.4,3.2,4.4,i,0.7
CCOc1ccc(NS(=O)(=O)c2ccc(C(=O)NCCCN3CCOCC3)cc2)cc1,i,11,nt,nt,nt,nt,nt,nt,-4,715,-0.6%,nt,nt,nt,nt,nt,i,0.3
Cc1nn(C(C)CC(=O)O)c(C)c1C (stereo unspecified),i,43,nt,nt,nt,nt,i,-4,4,787,-0.7%,15,11,1.0,1.4,15,i,2.6
O=C(Nc1cccnc1Cl)c1cc(-c2cccc(O)c2)on1,i,36,nt,nt,nt,nt,nt,nt,-4,805,-0.1%,nt,nt,nt,nt,nt,i,3.5
COc1cccc(/C=N/NC(N)=S)c1OCc1ccccc1Cl,i,37,-0.42,1442,nt,nt,i,16,-6,628,-1.0%,-5,-14,3.8,1.7,1.3,i,0.2
COCCN(Cc1cc2cc(C)c(C)cc2nc1Cl)C(=O)Nc1ccccc1,i,32,0.56,1752,-4.3,1066,i,1,4,710,-0.6%,3,-12,1.1,1.7,9.5,i,0.8
COc1ccc(NC(=O)CCCn2cc([N+](=O)[O-])cn2)cc1,i,55,-0.26,1201,0.2,1043,i,4,3,672,0.1%,1,-3,1.8,2.2,1.8,i,0.1
O=C(O)c1ccc(CSc2nnc(COc3ccc(Cl)cc3Cl)o2)cc1,i,28,0.77,939,nt,nt,i,4,nt,nt,0.0%,-15,1,2.5,2.9,3.9,i,2.8
COc1ccc(CCNC(=O)CSc2cc(=O)[nH]c(N)n2)cc1OC,i,56,0.35,1506,-7.2,906,i,13,nt,nt,-0.2%,-3,-3,4.6,3.6,0.8,i,1.6
O=C(NCc1ccccc1Cl)C1CCCN(c2nc3ccsc3c(=O)s2)C1 (stereo unspecified),i,56,-0.37,1270,-1.2,1104,i,9,-5,679,-0.8%,5,-2,3.5,1.3,16,nt,nt
Cc1ccc(C)c(NC(=O)CSc2nnc(-c3ccccc3)n2N)c1,i,41,-0.74,1414,-2.8,1009,i,10,nt,nt,0.2%,-2,-9,4.0,1.4,6.2,i,0.7
CC(=O)Nc1ccc(NC(=O)C(C)OC(=O)c2ccc(OCc3c(C)noc3C)cc2)cc1 (stereo unspecified),i,42,-0.54,859,-0.1,1208,i,-1,-3,802,-0.1%,16,25,1.7,1.3,5.4,i,3.4
COc1ccc(-c2nsc3c(N4CCCC4)ncnc23)cc1,i,36,-2,966,-2.8,800,i,6,nt,nt,-0.2%,1,6,2.0,1.5,7.8,i,1.4
N#Cc1cc(Oc2ccc(Cl)cc2)c(N2CCOCC2)cc1C#N,i,27,nt,nt,nt,nt,i,4,nt,nt,-0.5%,-3,-14,2.2,1.5,26,i,1.2
O=C(NCCN1CCOCC1)c1ccc(CSCc2cccc(Cl)c2)o1,i,53,-0.91,1158,0.4,1128,i,9,-9,777,0.1%,-18,-17,2.1,3.0,8.2,i,0.1
CC(C)CCNC(=O)C1CCC(=O)N1C(C)C (stereo unspecified),i,15,1.3,1590,-1.1,1405,i,-3,nt,nt,0.6%,3,6,3.1,2.3,9.3,i,8.0
Cc1noc(C)c1C(=O)N1CCN(S(=O)(=O)c2cccc(Cl)c2Cl)CC1,i,41,-0.11,1109,0.0,1339,nt,nt,11,715,0.0%,nt,nt,nt,nt,nt,i,0.5

# Shown tab-delimited: part of the list above.
Molecule	T cell HTS	T cell HTS vesicle-bound %	Insulin prom up	Insulin prom up cell count	b-catenin transl	b-catenin transl cell count 5 µM	Autophagy mod	Autophagy mod cell loss 18 h	Hep lipid drop	Hep lipid drop cells 6.5 µM	West Nile antiviral	WT yeast gro inh	WT yeast gro inh mutant strain	MT stabilizer	MT stabilizer Hoechst-high %	MT stabilizer cytotoxicity %	Myeloid diff MLP	Myeloid diff MLP GFP+ MAC1+ %
COc1ccc(-c2nsc3c(N4CCCC4)ncnc23)cc1	i	36	-2	966	-2.8	800	i	6	nt	nt	-0.2%	1	6	2.0	1.5	7.8	i	1.4
CC(=O)Nc1ccc(NC(=O)C(C)OC(=O)c2ccc(OCc3c(C)noc3C)cc2)cc1 (stereo unspecified)	i	42	-0.54	859	-0.1	1208	i	-1	-3	802	-0.1%	16	25	1.7	1.3	5.4	i	3.4
N#Cc1cc(Oc2ccc(Cl)cc2)c(N2CCOCC2)cc1C#N	i	27	nt	nt	nt	nt	i	4	nt	nt	-0.5%	-3	-14	2.2	1.5	26	i	1.2
COc1ccc(CCNC(=O)CSc2cc(=O)[nH]c(N)n2)cc1OC	i	56	0.35	1506	-7.2	906	i	13	nt	nt	-0.2%	-3	-3	4.6	3.6	0.8	i	1.6
O=C(NCCN1CCOCC1)c1ccc(CSCc2cccc(Cl)c2)o1	i	53	-0.91	1158	0.4	1128	i	9	-9	777	0.1%	-18	-17	2.1	3.0	8.2	i	0.1

# New compounds follow
SMILES,T cell HTS,T cell HTS vesicle-bound %,Insulin prom up,Insulin prom up cell count,b-catenin transl,b-catenin transl cell count 5 µM,Autophagy mod,Autophagy mod cell loss 18 h,Hep lipid drop,Hep lipid drop cells 6.5 µM,West Nile antiviral,WT yeast gro inh,WT yeast gro inh mutant strain,MT stabilizer,MT stabilizer Hoechst-high %,MT stabilizer cytotoxicity %,Myeloid diff MLP,Myeloid diff MLP GFP+ MAC1+ %
CNC(=O)CSc1nnc(-c2ccco2)n1-c1cccc(C)c1,i,46,nt,nt,nt,nt,nt,nt,-2,811,-0.3%,nt,nt,nt,nt,nt,i,0.5
CCSc1nnc(-c2ccc(S(=O)(=O)N3CCCC3)cc2)n1C,i,19,-0.16,1050,-4.0,1240,i,-1,nt,nt,-0.5%,-3,-5,1.6,0.9,7.6,i,9.3
COC(=O)c1ccc(N/C(C)=C/C(=O)c2ccc(C)o2)cc1,i,52,0.52,1274,nt,nt,i,-9,6,706,-0.5%,-3,-8,2.5,1.5,3.5,i,4.5
CCOC(=O)[C@@H]1[C@H]2COc3cc(OC)ccc3[C@@H]2N2C(=O)N(c3cccc(F)c3)C(=O)[C@@]12C,i,13,nt,nt,nt,nt,nt,nt,-12,809,-0.8%,nt,nt,nt,nt,nt,i,1.6
CC1(C)CC(=O)C(C(O)c2ccc([N+](=O)[O-])cc2)C(C)(C)N1 (stereo unspecified),i,21,nt,nt,nt,nt,nt,nt,-33,795,-0.7%,nt,nt,nt,nt,nt,i,0.7
COc1ccc2c(c1)C(C)=CC(C)(C)N2C(=O)CSc1nnc(-c2ccc(C)cc2)o1,i,30,-1.1,1262,1.0,1064,i,5,5,656,-0.7%,39,19,3.1,2.2,11,i,2.4
O=C(Cc1c[nH]c2ccccc12)NCc1cccs1,i,46,0,1284,0.5,1033,i,13,-2,595,-0.1%,14,23,3.6,2.1,4.1,i,0.2
COC(=O)CNC(=O)CNC(=O)Nc1ccccc1,i,51,nt,nt,nt,nt,i,-7,6,680,0.1%,-12,-11,2.3,2.8,26,i,1.3
Cn1cnnc1SCC(=O)Nc1cc(C(F)(F)F)ccc1N1CCOCC1,i,48,0.12,1591,0.3,1033,i,-7,1,661,0.0%,12,-6,1.9,1.8,2.2,i,0.2
